Screens: PubChem, several laboratories
ROMK primary: human ROMK K+ channel modulation, primary screen; P48048; 130,000 compounds, 2% hits; Tet-inducible ROMK, thallium flux fluorescence; actives lie on both sides; AID 1918; B-score at 10 µM;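 active = signal ratio slope over the read window, or its plate-corrected B-score, at least 3 SD from the plate mean, either direction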;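 also: B-score of the F/F0 ratio slope over 7 to 12 s after thallium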
Target sequence (P48048 whole entry, looked up): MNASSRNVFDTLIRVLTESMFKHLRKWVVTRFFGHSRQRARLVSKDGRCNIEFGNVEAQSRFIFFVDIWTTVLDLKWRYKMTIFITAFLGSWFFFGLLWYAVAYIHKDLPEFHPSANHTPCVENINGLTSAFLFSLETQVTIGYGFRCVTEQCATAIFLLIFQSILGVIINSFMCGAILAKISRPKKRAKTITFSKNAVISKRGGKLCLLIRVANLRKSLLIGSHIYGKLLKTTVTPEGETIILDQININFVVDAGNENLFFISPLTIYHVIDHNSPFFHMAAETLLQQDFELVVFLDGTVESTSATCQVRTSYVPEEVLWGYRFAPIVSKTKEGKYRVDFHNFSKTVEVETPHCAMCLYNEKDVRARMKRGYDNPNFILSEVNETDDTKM
TR-FRET SRC-2 ct: flags TR-FRET format artefacts in PPARgamma SRC-2 recruitment agonist screen. TR-FRET artefact counter-screen; hits give high values. TR-FRET ratio at 8 µM. 200,000 compounds, 0.4% hits; in the data active = TR-FRET ratio above about 2000; also: inactives centre near 1500; reference of the scale not given here
TLR4 MyD88 comp: blocks binding of human TLR4 to MyD88 | HeLa CL3-4 TLR4/MyD88 BLA complementation, FRET ratio | inhibition, % at 8.4 µM | 200,000 compounds, 0.18% hits | O00206+Q99836 | AID 861; in the data active = inhibition above about 25%;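 also: 0% = vehicle and 100% = reference inhibitor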
PPARg SRC2 recr: PPARgamma-driven SRC-2 recruitment agonism; P37231; PPARgamma LBD-SRC-2 recruitment, biochemical; activation, % at 8 µM; 200,000 compounds, 0.34% hits; AID 1032; in the data active = activation above about 22%;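 also: 0% = vehicle and 100% = reference agonist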
Lmaj promast: Leishmania major promastigote growth inhibition | 200,000 compounds, 9% hits | inhibition, % at 10 µM | Leishmania major promastigotes, resazurin fluorescence viability; in the data active = inhibition above about 50%;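 also: promastigotes grown with compound for 44 hours at 28 °C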
Redox H2O2 prof: compounds producing H2O2 with reducing agent – biochemical, NIH compound library profiling, artefact control for MLSCN library redox annotation, primary screen; DTT-dependent redox cycling H2O2, phenol red/HRP absorbance; 100% = 100 µM peroxide control, 0% = buffer; activation, % at 10 µM; 200,000 compounds, 0.03% hits;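 active = activation of at least 50% relative to the plate's high and low controls in the primary single-dose screen; inactive = activation below 50%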;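 also: compound incubated with DTT at 0.8 mM final as the reducing agent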
S1P3 antagonist: antagonists of human S1P3 receptor. Q99500. CHO S1P3 NFAT-BLA reporter, FRET fluorescence, antagonist mode. inhibition, % at 4.98 µM. 170,000 compounds, 0.27% hits;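 active = inhibition above the plate cutoff, the mean inhibition of test wells on that plate plus 3 SD, cut at about 28% in these data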;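 also: cells challenged with S1P at its EC80 of 0.8 µM; blue over green emission ratio from cleaved BLA substrate after 4 h stimulation; 0% = S1P-stimulated wells and 100% = unstimulated DMSO-only wells; some compounds past the cut are filed as inactive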
Target sequence (Q99500 whole entry, looked up): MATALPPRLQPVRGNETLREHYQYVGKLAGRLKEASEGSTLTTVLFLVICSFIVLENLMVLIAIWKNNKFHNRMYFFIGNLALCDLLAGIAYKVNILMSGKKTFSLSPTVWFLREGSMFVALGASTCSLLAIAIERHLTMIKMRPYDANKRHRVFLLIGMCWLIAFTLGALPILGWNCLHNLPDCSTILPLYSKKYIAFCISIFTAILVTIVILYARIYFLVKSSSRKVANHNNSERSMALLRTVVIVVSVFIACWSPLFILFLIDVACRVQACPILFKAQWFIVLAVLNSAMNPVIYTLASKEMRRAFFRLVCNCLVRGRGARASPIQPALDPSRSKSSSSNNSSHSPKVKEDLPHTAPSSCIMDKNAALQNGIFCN
PPARg SRC3 recr: promotes SRC-3 coactivator recruitment by human PPARgamma | 200,000 compounds, 0.26% hits | biochemical PPARgamma/SRC-3 coactivator recruitment assay | activation, % at 8 µM | P37231; in the data active = activation above about 23%;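 also: 0% = DMSO and 100% = reference agonist; some compounds past the cut are filed as inactive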
bIAP inhibitor: intestinal alkaline phosphatase (bovine) inhibition; purified bovine IAP, CDP-star luminescence, 30 min; inhibition, % at 20 µM; 190,000 tested, under 10 active; AID 1019;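 active = over 50% inhibition of intestinal alkaline phosphatase at 20 µM in the single-dose screen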
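Assay system: bovine IAP enzyme; medium: DEA buffer 100 mM, pH 9.8, with MgCl2 1.0 mM, ZnCl2 0.02 mM; doses: 20 µM single dose; incubation: enzyme reaction for 30 min at room temperature; detection: CDP-star luminescence signal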
bIAP activator: intestinal alkaline phosphatase (bovine) activation; activation factor at 20 µM; AID 1016; purified bovine IAP, CDP-star luminescence, 30 min; hits give high values; fold of DMSO-control signal, blank-subtracted; 200,000 compounds, 0.17% hits;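 active = activation factor of 2 or more at 20 µM, a signal rise over negative controls twice the positive control's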
PPARg SRC1 recr: agonists of human PPARgamma SRC-1 coactivator recruitment. activation, % at 8 µM. 200,000 compounds, 0.41% hits. PPARgamma-SRC-1 coactivator recruitment biochemical assay. AID 631; in the data active = activation above about 19%;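 also: 0% = DMSO and 100% = reference agonist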
* = called active by the depositor; . = no result given. Rows are unselected; any-hit rate near 11%.

SMILES	ROMK primary	TR-FRET SRC-2 ct	TLR4 MyD88 comp	PPARg SRC2 recr	Lmaj promast	Redox H2O2 prof	S1P3 antagonist	PPARg SRC3 recr	bIAP inhibitor	bIAP activator	PPARg SRC1 recr
O=C(COc1ccc(S(=O)(=O)N2CCCC2)cc1)NCc1ccco1	1.2	1544	-14	2	1	0.5	.	-3	5	0.9	-11
Nn1c(SCC(=O)NC(=O)Nc2ccc3c(c2)OCCO3)nnc1C1CC1	-1	1674	4	9	-4	-0.2	-6	6	2	1	6
COc1cccc(NC(=O)C(=S)NC2CCCCC2)c1	.	1546	-4	6	-8	-0.3	9	8	-43	1.4	6
O=C(NCc1ccoc1)c1ccc(NC(=O)c2ccccc2Cl)cc1	.	1442	1	-5	1	2.0	-22	-1	13	0.9	-4
CCOC(=O)c1[nH]c2ccc(F)cc2c1NC(=O)CCN1CCSCC1	.	1425	6	12	1	-0.8	.	-2	-1	1	2
O=C(NCCCN1CCCC1=O)c1ccc2c(c1)OCO2	.	1639	7	0	-3	1.5	-12	-1	2	1	3
O=C(N/N=C/c1ccccc1[N+](=O)[O-])c1ccc(COc2ccccc2-c2ccccc2)cc1	.	1523	-9	7	6	0.6	-6	7	5	1	7
Cc1cccc(-n2c(N)cc(=O)nc2SCC(=O)NC2CCCCC2)c1	.	1593	0	7	48	2.0	-17	9	-3	1	-1
Cc1ccccc1OCc1nc2ccccc2c(=O)n1/N=C/c1ccco1	.	1511	1	1	27	0.5	23	1	-16	1.2	-6
CCCCc1c(O)nc(SCC(=O)c2ccccc2)[nH]c1=O	.	1496	2	1	1	3.1	-20	-8	0	1	-4
O=C(O)c1cccc(NS(=O)(=O)c2ccc(C3CCCCC3)cc2)c1	-0.6	1601	-5	0	1	-0.9	-16	1	-2	1	-6
CCSc1nnc(NC(=O)c2cccc3ccccc23)s1	.	1853	11	0	-7	5.3	.	-2	5	0.9	12
O=C1/C(=C/c2c[nH]c3ccccc23)CCC/C1=C\c1c[nH]c2ccccc12	-1.5	1454	6	11	84*	0.4	5	1	-5	1	-2
CCOC(=O)/C(=C\c1cccnc1)C(=O)c1cc(C(C)=O)c(Nc2ccccc2)s1	-3*	1431	49*	3	100*	0.1	.	7	16	0.8	1
Cc1c(NC(=O)COC(=O)C2CC3C=CC2C3)c(=O)n(-c2ccccc2)n1C (stereo not drawn)	0.05	1634	-1	7	-5	0.0	17	11	-4	1	4
Cc1cccc(N(C(=O)C(F)(F)F)C(C(=O)NC2CCCCC2)c2cccs2)c1 (stereo not drawn)	.	1474	1	5	7	1.7	.	-6	-4	1	-1
Nn1cc(-c2ccccc2)nc1SCC(=O)NC1CCS(=O)(=O)C1 (stereo not drawn)	.	1674	14	1	-6	1.4	-11	8	-7	1.1	16
CCCc1cc(C(=O)O)c2ccccc2n1	-0.77	1566	2	10	-7	0.0	.	-3	-9	1.1	4
COc1ccc(CCNC(=O)c2nnn(-c3cc(C)cc(C)c3)c2N)cc1OC	.	1506	14	-1	-4	-3.8	.	7	-1	1	6
Cc1noc(C)c1COc1cccc(C(=O)Nc2cccnc2)c1	1.4	1349	-7	-11	4	0.1	-19	-4	-8	1.1	2
CCCSc1nnc(C(C)C)n1N	0.55	1426	-6	3	-3	0.0	.	0	1	1	-1
CCN1CC(CN(C)Cc2nc(-c3ccc(C(F)(F)F)cc3)oc2C)CC1=O (stereo not drawn)	-0.26	1395	-6	5	56*	0.6	-7	3	-11	1.1	5
CC1=NN(c2ccccc2)C(=O)/C1=C/C=C/c1ccc(N(C)C)cc1	0.016	1647	-12	-2	68*	-0.5	-29	2	34	0.7	4
COc1ccc(N2CCN(c3n[nH]c(N)n3)CC2)cc1	0.75	1338	-10	-2	-9	-0.4	-8	2	-5	1.1	2
CSc1nsc(SC)c1NC(=O)OCCc1ccccn1	.	1518	-2	9	-2	2.8	-5	4	11	0.9	-2
COc1ccc(C(=O)N2CC3(CC(c4cccc([N+](=O)[O-])c4)=NO3)C[C@H]2C(=O)NCC(N)=O)cc1 (stereo partly drawn)	0.21	1496	-2	4	-5	-4.7	.	7	-6	1.1	6
Cc1[nH]c2ccccc2c1C(=O)NS(=O)(=O)Nc1ccc(Cl)cc1	-0.6	1495	-20	2	-11	-0.1	2	4	-7	1.1	8
CC(C)CCNC(=O)CNC(=S)N(Cc1ccccc1)Cc1cccnc1	-0.055	1749	-16	7	32	-0.2	-16	5	2	1	4
N#C/C(=C(/O)c1ccco1)c1nc2ccccc2s1	.	1740	-3	18	-8	-4.3	-20	-3	3	1	5
Cc1nc([N+](=O)[O-])c(C(=O)OCc2ccccc2)n1C	0.25	1608	-9	6	3	-2.5	-9	2	-17	1.2	4
O=C(Nc1ccc2nc3n(c(=O)c2c1)CCCC3)c1ccccc1[N+](=O)[O-]	.	1638	5	4	56*	0.1	4	4	11	0.9	-1
O=C(Oc1ccc(Br)cc1)c1cncc(Br)c1	1.8	1448	8	0	0	0.2	.	-9	14	0.9	-6
COC(=O)c1[nH]c2cc(OC)ccc2c1NC(=O)CCN1CCCC(C)(C)C1	-0.44	1566	15	4	3	2.2	.	0	-3	1	7
O=C(Nc1ccccc1)Nc1nc(-c2ccc(F)cc2)cs1	0.45	1618	7	7	-7	-0.4	4	5	19	0.8	11
CCOC(=O)N1CCN(C(=O)CN(c2ccc3c(c2)OCO3)S(C)(=O)=O)CC1	-0.33	1466	5	6	-3	0.2	-26	7	5	0.9	5
Cc1ccc(F)cc1NC(=O)CN1CCN(c2ccccn2)CC1	0.25	1563	1	2	-3	0.5	-1	2	4	1	6
CCOc1ccc2nc(COC(=O)c3cccs3)c(C(=O)c3ccccc3)[n+]([O-])c2c1	.	1487	5	-3	2	0.2	-9	-3	6	0.9	0
COc1ccc(C(=O)C2CCCN(C(=O)COc3ccc(C(C)=O)cc3)C2)cc1F (stereo not drawn)	-1.2	1512	-3	3	7	-1.5	-5	1	-5	1	-2
Cc1ccc(NC(=S)N(CCN(C)C)Cc2cccs2)cc1C	-0.81	1746	5	6	24	-2.5	-5	4	5	1	2
CC/S(C)=N/S(=O)(=O)c1ccc(C)cc1 (stereo not drawn)	0.33	1621	-16	10	-7	-1.0	-13	1	8	0.9	18
CCCOc1ccc(C2C(=O)N(C3CCCCC3)CC(=O)N2C2CC2)cc1OC (stereo not drawn)	-1.1	1503	4	12	2	-0.4	.	3	0	1	1
O=C(Nc1cccc(S(=O)(=O)C(F)F)c1)c1ccc(S(=O)(=O)N2CCCCC2)cc1	-0.8	1620	-12	2	33	-1.1	6	5	2	1	5
COc1cc(S(=O)(=O)N2CCN(Cc3ccc4c(c3)OCO4)CC2)c(C)cc1C	.	1473	6	-3	0	-2.3	-13	4	-3	1	3
CC1(C)SC(=S)N(NC(=O)Nc2cccc3ccccc23)C1N(O)C(=O)Nc1ccccc1 (stereo not drawn)	0.0083	1766	-16	6	30	-0.7	6	4	6	0.9	3
CCn1cc(-c2cc(C(=O)O)c3ccccc3n2)cn1	0.51	1422	10	4	-5	-0.5	-1	-4	4	1	-1
CCC(CC)NC(=O)Nc1ccc(F)c(Cl)c1	-0.23	1337	-7	-8	16	-0.2	-4	1	-6	1.1	-13
O=C(/C=C/c1cccc(Br)c1)N1CCN(c2cccc(C(F)(F)F)c2)CC1	-0.33	1621	-7	4	-5	0.0	-1	2	3	1	0
C/C(CCc1ccco1)=N\NC(=O)CNc1c(Br)cc(Br)cc1Br	-0.019	1774	-7	6	1	1.2	-10	4	18	0.8	7
Cc1[nH]c2ccccc2c1SCC(=O)N1CCC(C)CC1	-1.7	1696	2	-2	-4	-0.1	2	4	1	1	4
CCn1c(Cc2ccccc2)nnc1SCC(=O)Nc1ccccc1	-0.19	1515	-6	8	-2	0.8	-5	-11	8	0.9	3
COc1ccc(/C=N/O)cc1COc1ccc(NC(C)=O)cc1	.	1435	11	5	-5	-3.1	-2	1	18	0.8	1
CCOC(=O)COc1c(OC)cc(Cl)cc1C1Nc2ccccc2C(=O)N1c1ccc(F)cc1 (stereo not drawn)	.	1552	-11	7	7	-8.1	.	5	-6	1.1	4
Cc1ccccc1OCc1nnc2n1CC(C)S2 (stereo not drawn)	.	1406	-5	2	-7	0.1	-11	0	12	0.9	-3
O=C1c2ccccc2C(=O)N1CCCc1nc2ccccc2c(=O)n1CCCn1ccnc1	-0.88	1557	-5	13	-7	1.0	-12	3	-9	1.1	7
CCc1ccc(CNCc2ccc(OCC(O)CN(C)Cc3ccccc3)cc2)nc1 (stereo not drawn)	.	1391	-12	4	85*	-1.0	3	2	-26	1.3	2
O=C(c1cc(COc2c(F)cccc2F)on1)N1CCC(c2ccncc2)CC1	-1.7	1463	15	1	2	-1.4	13	-4	6	0.9	-1
O=C(O)C1CSC(c2ccccc2Cl)N1C(=O)c1ccc(Cl)cc1 (stereo not drawn)	0.0035	1500	-1	4	-6	-0.7	-11	-2	-4	1	-6
COc1ccc(C(=O)NC(=S)N2CCOCC2)cc1OC	0.12	1389	0	2	-5	0.8	-12	1	-3	1	0
CCOC(=O)C1=C(SCC)c2cc3c(n2C1=O)CCCC3	-2	1630	6	11	4	-0.8	.	16	5	0.9	9
Cc1ccc2c(c1)NCCO2	-1.3	1544	-5	-5	-5	0.1	.	6	28	0.7	-2

Ordered by number of heavy atoms (lowest first): 3 of the compounds above.
SMILES	ROMK primary	TR-FRET SRC-2 ct	TLR4 MyD88 comp	PPARg SRC2 recr	Lmaj promast	Redox H2O2 prof	S1P3 antagonist	PPARg SRC3 recr	bIAP inhibitor	bIAP activator	PPARg SRC1 recr
O=C(O)C1CSC(c2ccccc2Cl)N1C(=O)c1ccc(Cl)cc1 (stereo not drawn)	0.0035	1500	-1	4	-6	-0.7	-11	-2	-4	1	-6
CCc1ccc(CNCc2ccc(OCC(O)CN(C)Cc3ccccc3)cc2)nc1 (stereo not drawn)	.	1391	-12	4	85*	-1.0	3	2	-26	1.3	2
CCOC(=O)COc1c(OC)cc(Cl)cc1C1Nc2ccccc2C(=O)N1c1ccc(F)cc1 (stereo not drawn)	.	1552	-11	7	7	-8.1	.	5	-6	1.1	4

Following part.
SMILES	ROMK primary	TR-FRET SRC-2 ct	TLR4 MyD88 comp	PPARg SRC2 recr	Lmaj promast	Redox H2O2 prof	S1P3 antagonist	PPARg SRC3 recr	bIAP inhibitor	bIAP activator	PPARg SRC1 recr
Cc1cc(C)cc(NC(=O)c2cc(C)nn2C)c1	-1.1	1475	6	-10	-6	-0.2	-1	3	0	1	0
O=C1c2cccc3cccc(c23)C(=O)N1CCCN(C(=O)c1cccs1)c1cccc(F)c1	1.5	1663	-1	6	13	0.3	-13	3	-6	1.1	3
C[C@@H]1C[C@H](Nc2ccccc2)c2ccccc2N1C(=O)c1cccnc1	0.51	1512	17	-7	4	-0.4	.	17	-5	1.1	-4
CCN(CC)S(=O)(=O)c1ccc(OC)c(NC(=O)COc2ccccc2[N+](=O)[O-])c1	-1.5	1589	16	-1	-4	-0.8	8	0	13	0.9	3
O=C1CN(C(=O)COc2ncnc3ccccc23)c2ccccc2N1	-0.51	1392	0	-3	-2	0.5	.	5	-2	1	-3
O=C(NCc1ccc(F)cc1)C1CCCN(S(=O)(=O)c2cccnc2)C1 (stereo not drawn)	.	1677	-3	3	-6	3.6	-35	-10	0	1	6
